High-throughput results: PubChem BioAssay, several laboratories
Yfh1-depleted yeast = enhancers of respiration in Yfh1-depleted yeast, dose response, Friedreich's ataxia, plus single-dose screen (AID 1465); S. cerevisiae Yfh1-off respiration, WST-1 reduction, 72 h; higher fold induction means a stronger effect; fold induction at 50 µM, or EC50 in µM where a hit was titrated; 220,000 tested, 0.074% active;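 active means fold induction of absorbance versus untreated yeast above a set limit, then at least 30% activation at any dose in follow-up; inconclusive means repeats straddling the limit, or above it without dose testing; inactive means fold induction below the set limit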;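 further: activators that raise dye reduction in frataxin-depleted yeast; strong numbers were not always called active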
XIAP antagonists = XIAP antagonists, biochemical, IAP family, fluorescence polarization (AID 1018); XIAP BIR domain, fluorescence polarization peptide displacement; higher % means a stronger effect; one-dose displacement, % at 20 µM; IC50 in µM for titrated hits; 200,000 tested, 0.007% active; in the data active means displacement above about 50%; further: a part of the inactive calls stands beside numbers as strong as those of hits
P. falciparum M17LAP = P. falciparum M17LAP inhibitors, primary screen, biochemical, fluorogenic H-Leu-NHMec substrate, 1536-well (AID 1619); recombinant M17LAP, H-Leu-NHMec fluorogenic kinetic assay; higher % means a stronger effect; inhibition, % at 30 µM; hits with a dose series show IC50 in µM; 220,000 tested, 0.38% active;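 active means compound inhibiting the enzyme by more than half at any dose during confirmatory dose-response retesting; inconclusive means strong single-dose inhibitors picked by rank but not retested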;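 further: plate controls were full reaction with DMSO carrier for no effect and no enzyme background for full effect; strong numbers were not always called active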
West Nile antiviral = West Nile virus antiviral activity, cell-based, CPE readout (AID 1621); West Nile virus-infected cells, CPE inhibition; higher % means a stronger effect; 290,000 tested, 0.02% active; CPE inhibition, % at 10 µM, or IC50 in µM where a hit was titrated; in the data active means a potency from the dose series; inconclusive means CPE inhibition mostly from about 3.7% at the one dose, without a potency; inactive means the rest, 99 in 100 with CPE inhibition below about 2.2%; further: strong numbers were not always called active
Siah-1 displacement = blockers of Siah-1 interaction with plectin peptide – biochemical, fluorescence polarization, rhodamine-plectin, uHTS, primary screen (AID 1817) | Siah-1 / rhodamine-plectin peptide fluorescence polarization; higher % means a stronger effect | displacement, % at 20 µM; hits with a dose series show IC50 in µM | 290,000 tested, 0.02% active;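 active means displacement of at least 50% at 20 µM, with a fluorescence ratio check between 0.3 and a set limit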;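 further: plate controls were Siah plus tracer with DMSO for no effect and tracer alone without Siah for full effect; strong numbers were not always called active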
human PMI inhibitors = human PMI inhibitors, high substrate, primary screen, biochemical, fluorescence intensity, high mannose 6-phosphate (AID 1220) | inhibition, % at 20 µM, or IC50 in µM where a hit was titrated | recombinant PMI enzyme, coupled fluorescence intensity; higher % means a stronger effect | 190,000 tested, 0.66% active; in the data active means inhibition above about 50%
Salmonella PhoP GFP = inhibitors of PhoP regulon expression, primary screen, Salmonella Typhimurium, GFP reporter (AID 1863); one-dose inhibition, % at 50 µM; IC50 in µM for titrated hits; 300,000 tested, 0.16% active; S. Typhimurium PhoP-regulated promoter GFP reporter, 4 h; higher % means a stronger effect;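 active means inhibition over 29.93%, a cutoff 3 SD above the screen mean, later confirmed by dose response; inconclusive means inhibition over 29.93% but no dose response follow-up; inactive means inhibition at most 29.93% or unconfirmed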;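 further: 0% = low Mg2+ inducing control and 100% = high Mg2+ repressing control; strong numbers were not always called active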
M1AAP inhibition = malaria alanyl aminopeptidase activity blockers – biochemical, fluorogenic H-Leu-NHMec substrate, 1536-well (AID 1445). recombinant M1AAP, H-Leu-NHMec fluorogenic kinetic assay; higher % means a stronger effect. inhibition, % at 30 µM, or IC50 in µM where a hit was titrated. 220,000 tested, 0.42% active;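 active means primary inhibition above the hit cutoff, then over 50% inhibition at one or more dose response concentrations, cut at about 23% in these data, passing the limit was not always enough; inconclusive means conflicting primary data, or primary hits not chosen for dose response; inactive means low primary inhibition, or under 50% at every dose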;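 further: plate controls were DMSO full reaction for no effect and no enzyme background for full effect; strong numbers were not always called active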
CSM14.1 death rescue = protection against thapsigargin-triggered cell killing – 384-well, CSM14.1, ATP luminescence, primary screen (AID 1222); CSM14.1 thapsigargin-induced death rescue, ATP luminescence; higher % means a stronger effect; 190,000 tested, under 10 active; one-dose cellular ATP content (survival), % at 20 µM; EC50 in µM for titrated hits;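 active means EC50 below 50 µM in the dose-response confirmation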;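 further: death triggered by thapsigargin at about 15 µM added after 2 h compound pretreatment; cell ATP read after overnight thapsigargin exposure of roughly 18 to 22 hours; normalized against plate controls of thapsigargin alone and 5% DMSO vehicle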
The depositor's hits bear a star; i = inactive; ? = inconclusive; nt = not tested or not shown. The order is random; 1.6% or so of the library scored in one or more.

SMILES | Yfh1-depleted yeast | XIAP antagonists | P. falciparum M17LAP | West Nile antiviral | Siah-1 displacement | human PMI inhibitors | Salmonella PhoP GFP | M1AAP inhibition | CSM14.1 death rescue
COc1cccc(N2CC(=O)N(NC(=O)CSc3nc(C)cc(C)c3C#N)CC2=O)c1 | i | -8.0% | 46% | -0.8% | 5% | -6% | -4% | 4% | 0.2%
CCOC(=O)/C(C#N)=N/Nc1ccccc1OC | i | -4.1% | 6% | -0.9% | -2% | 10% | 9% | 1% | -2.8%
COc1ccc2c(c1)CCc1c(C(=O)Nc3c(C)n(C)n(-c4ccccc4)c3=O)noc1-2 | i | -7.9% | 2% | -0.3% | 0% | 24% | -15% | 9% | -2.1%
CCOC(=O)C(C)N1N=C(/C=C/c2ccc(C)cc2)CCC1=O (stereo unspecified) | i | -0.2% | 10% | -1.6% | 2% | 6% | -7% | 4% | -0.5%
CC(C)(C)C(=O)N1CCN(c2ccc([N+](=O)[O-])c(NCc3cccnc3)c2)CC1 | i | -17% | 11% | 0.3% | -2% | 32% | 6% | 1% | 2.4%
Cc1ccc(C)c(CN2C(=O)C3CCCN3c3ccc(S(=O)(=O)N4CCOCC4)cc32)c1 (stereo unspecified) | i | -6.0% | -4% | -1.1% | 0% | -5% | -8% | 10% | 2.8%
CCSc1nc2c(c(=O)[nH]c(=O)n2C)n1C | i | -0.9% | -8% | 1.6% | 2% | 9% | 10% | 2% | -2.1%
Cc1ccc(NC(=O)Cn2nc(C(F)(F)F)c3c2CCC3)cc1 | i | -19% | 3% | 0.2% | 4% | -6% | 7% | 5% | -2.2%
COc1cccc(Nc2nc3ccc(C(=O)c4ccccc4)cc3n3cnnc23)c1 | i | nt | 3% | 0.1% | 2% | nt | -2% | 8% | nt
COc1ccc(N(C(=O)c2cc3ccccc3oc2=O)C2C=CS(=O)(=O)C2)c(OC)c1 (stereo unspecified) | i | -2.3% | -7% | 0.7% | 2% | -6% | 6% | -1% | nt
COc1ccc(/C=C/C(=O)c2ccc(O)cc2)cc1CN1CCOCC1 | i | -3.4% | 17% | ? | 4% | 0% | 15% | 11% | -1.4%
COc1ccc(C2CN=NC2C(=O)c2ccccc2)cc1 (stereo unspecified) | i | nt | 1% | 0.0% | 1% | nt | -1% | 4% | nt
CC1CCCCN1CC(=O)NC(=O)NCc1ccccc1 (stereo unspecified) | i | -1.6% | 1% | -0.2% | 6% | 8% | 10% | -1% | -2.7%
O=C(O)c1ccc2c(c1)N(Cc1cccc(F)c1)C(=O)CS2 | i | -5.6% | -3% | -0.3% | -4% | -14% | 8% | -3% | -0.3%
C/C(=N\O)C(=O)NCc1ccncc1 | i | -4.3% | -4% | 0.3% | 0% | 0% | -7% | 4% | 2.7%
COc1ccc(NC(=O)c2ccc(-n3cccn3)nc2)cc1 | i | -2.6% | 1% | -0.3% | 1% | 1% | -10% | 1% | -3.9%
Cc1cc(SCC(=O)NC(=O)c2cccn2C)nc2ccccc12 | i | nt | 2% | 0.2% | 2% | nt | -9% | 9% | nt
COCCNC(=O)NC(=O)COC(=O)c1cccn1C | i | -5.7% | 19% | 0.9% | -4% | -14% | -1% | 0% | -1.6%
COC(=O)C(C)(C(=O)OC)c1ccc(C(F)(F)F)cc1[N+](=O)[O-] | i | -2.8% | 7% | 0.4% | -2% | 3% | -6% | 11% | -0.8%
Cc1ccc(C(OCCN(C)C)c2cccc(C(F)(F)F)c2)cc1 (stereo unspecified) | i | -12% | 7% | -0.3% | -2% | 8% | -23% | 9% | -2.2%
CCCc1nnc(SCC(=O)N2CCCCC2C)n1CC (stereo unspecified) | i | 0.1% | 15% | 1.4% | 1% | -14% | -7% | 6% | 2.4%
Cc1cc2cc(CN(Cc3cccs3)Cc3nnnn3CC3CCCO3)c(=O)[nH]c2cc1C (stereo unspecified) | i | -11% | 2% | 0.2% | 3% | 4% | 0% | 11% | -1.8%
NNC(=S)NC1CC2CC1C1C=CCC21 (stereo unspecified) | i | nt | -7% | -0.1% | 2% | nt | -1% | 5% | nt
Cc1ncsc1C(=O)Nc1nc2c(s1)CC(C)CC2 (stereo unspecified) | i | -5.0% | 8% | 0.7% | -1% | 3% | 7% | ? | -3.0%
O=C(N/N=C/c1c[nH]c2ccccc12)c1sc2ccccc2c1Cl | i | -3.4% | -2% | -1.3% | -3% | 46% | 2% | 4% | 0.3%

(next part)
SMILES | Yfh1-depleted yeast | XIAP antagonists | P. falciparum M17LAP | West Nile antiviral | Siah-1 displacement | human PMI inhibitors | Salmonella PhoP GFP | M1AAP inhibition | CSM14.1 death rescue
CN(C)C(=O)CCC(=O)N1CCCC(C(=O)c2ccc3c4c(cccc24)CC3)C1 (stereo unspecified) | i | -10% | -12% | -0.8% | 18% | 9% | 8% | 3% | 3.2%
O=c1c2cc(N3CCOCC3)ccc2[nH]c(=S)n1Cc1ccco1 | i | -2.2% | 2% | -0.1% | -11% | -54% | -6% | 17% | -2.2%
O=[N+]([O-])c1cccc(/C=N/NS(=O)(=O)c2ccccc2)c1 | i | 11% | 8% | -0.1% | -2% | -10% | -3% | 9% | 2.5%
Cc1noc(C)c1S(=O)(=O)N(C)Cc1ccccc1 | i | -2.6% | -8% | -0.3% | 7% | 2% | -7% | -1% | -0.6%
CCOC(=O)c1cc(C)nc(S(C)(=O)=O)c1C#N | i | nt | -8% | -0.4% | 3% | nt | -7% | 3% | nt
COc1ccc(NS(=O)(=O)c2cc(NC(=O)c3cccc(OCc4c(C)noc4C)c3)ccc2OC)cc1 | i | -3.9% | -7% | -0.4% | -4% | 10% | -9% | -2% | 1.0%
O=C(O)c1ccccc1OCCOCCOc1ccccc1C(=O)O | i | 0.8% | -1% | 0.1% | 12% | 5% | 24% | 6% | 1.6%
O=C(Oc1ccccc1)c1ccc(NC(=O)c2ccco2)cc1 | i | -1.5% | 7% | -0.2% | 3% | 6% | -10% | 1% | -2.9%
Cc1nn(-c2ccccc2)cc1/C=N/O | i | 1.2% | 1% | -0.2% | 1% | 6% | 15% | -2% | 0.9%
O=C(c1cc(COc2ccc(F)cc2Cl)on1)N1CCCC(OCc2cccnc2)C1 (stereo unspecified) | i | -2.4% | 2% | -1.2% | 2% | -1% | 6% | -1% | 5.2%
CC(C)[C@@H](CO)NC(=O)c1ccc2c3n(nc2c1)-c1ccc(Cl)cc1CO3 | i | nt | 19% | -0.4% | 4% | nt | 3% | 4% | nt
O=C(O)Cc1nc(-c2cccnc2)sc1-c1ccc(Br)cc1 | i | nt | 19% | -0.1% | 7% | nt | -12% | 11% | nt
CCOc1cc(CNCCc2ccc(S(N)(=O)=O)cc2)cc(Cl)c1OCc1ccccc1 | i | -1.4% | -3% | -1.2% | 0% | 7% | 9% | 8% | -0.8%
CCOCCCn1c(=NC(C)=O)c(C(=O)OCC)cc2c(=O)n3ccccc3nc21 | i | -4.1% | i | 0.9% | 6% | 5% | -2% | 35% | -2.0%
Cc1ccc(C)n1-c1ccc(-c2nnc3n2CCCCC3)s1 | i | -5.5% | 0% | -0.1% | 0% | -4% | -6% | 3% | -1.5%
CCOc1ccc(-n2c(SCC(=O)NC(C)CC)nc3n[nH]c(C)c3c2=N)cc1 (stereo unspecified) | i | -5.5% | 3% | -0.2% | -2% | -4% | 5% | -1% | -0.5%
Cc1cc(C(=O)Nc2ccc(N3CCCCC3)cc2)no1 | i | nt | -5% | -0.6% | -4% | nt | -8% | 5% | nt
CCOC(=O)C1CCCN(S(=O)(=O)c2cn(C)c(=O)n(C)c2=O)C1 (stereo unspecified) | i | -2.9% | -4% | -0.3% | 3% | 2% | -5% | 0% | 2.2%
CCC1CCCCN1CCCNC(=O)CC1Oc2ccc(C)cc2NC1=O (stereo unspecified) | i | -5.2% | -6% | -0.2% | -6% | 14% | -2% | 3% | -4.8%
Cc1cc(Br)ccc1NC(=O)C(C)c1ccc([N+](=O)[O-])cc1 (stereo unspecified) | i | -2.2% | -14% | -1.4% | -2% | 0% | 5% | 2% | 1.2%
Cc1ccc(NS(=O)(=O)c2cccc(C(=O)N/N=C/c3c(C)nn(-c4ccccc4)c3N3CCCC3)c2)c(C)c1 | i | 7.0% | 2% | 0.1% | -1% | 14% | -2% | 5% | -2.9%
Cc1cc(C)nc(OC(=O)c2c(Cl)cc(Cl)cc2Cl)n1 | i | -18% | -2% | 1.1% | 4% | 4% | -5% | 1% | -0.3%
Cc1cc(C(=O)N(NC(=O)C(C)C)c2ccccc2)cs1 | i | -3.1% | 2% | -0.1% | 3% | -6% | -6% | 0% | -0.5%
O=C(NCc1ccc(-c2nc3ccccc3s2)cc1)c1ccc(Br)o1 | i | 2.2% | 11% | -0.2% | 11% | -3% | -16% | 3% | -2.6%
CCCCCCCC(=O)OCC(=O)[C@@]1(O)CC[C@H]2[C@@H]3CCC4=CC(=O)CC[C@]4(C)[C@H]3[C@@H](O)C[C@@]21C | i | -6.8% | -17% | 0.2% | 3% | 0% | -4% | 7% | -2.4%

(listing goes on)
SMILES | Yfh1-depleted yeast | XIAP antagonists | P. falciparum M17LAP | West Nile antiviral | Siah-1 displacement | human PMI inhibitors | Salmonella PhoP GFP | M1AAP inhibition | CSM14.1 death rescue
CN1CCN(Cc2cn(C)nc2-c2ccccc2F)CC1c1ccccc1 (stereo unspecified) | i | -23% | 5% | -1.1% | -1% | 13% | -6% | 0% | 0.8%
O=C(NCC1CCCN(C(=O)c2cscn2)C1)c1ccc(-c2ccccc2)cc1 (stereo unspecified) | i | -4.6% | 5% | -0.6% | 11% | -6% | 15% | 2% | 0.0%
O=C(O)/C(=C1\OC(=O)c2ccccc21)c1ccccc1 | i | 1.7% | 8% | 0.3% | 8% | -33% | 7% | 9% | -1.6%
CC(C)C1Nc2ccc(C(=O)O)cc2C2C=CCC21 (stereo unspecified) | i | -13% | 34% | -0.5% | 1% | -12% | -9% | 0% | 0.0%
CC/C(C)=N/Nc1cccc([N+](=O)[O-])c1 | i | -11% | -6% | -1.2% | 8% | -68% | 17% | 4% | -0.9%
CN(C1=C(N2CCOCC2)C(=O)c2ccccc2C1=O)c1ccccc1 | i | -10% | -7% | -0.5% | 3% | 39% | 2% | 10% | -2.9%
CC(=O)NC(=S)Nc1cc(C(F)(F)F)ccc1N1CCOCC1 | i | -8.0% | 12% | 0.4% | 0% | -4% | -2% | 8% | -2.2%
Cc1ccc(-n2c(SCC(=O)N/N=C/c3ccc(C)s3)nnc2-c2ccccc2)cc1 | i | -6.1% | 9% | -0.3% | -3% | 5% | 7% | 9% | -2.0%
